Screening data as filed in PubChem.
ABCG2 inh = human ABCG2 inhibition, ABCB1 as counter-screen. Q9UNQ0. IgMXP3 cells, JC-1 efflux, flow cytometry. inhibition, % at 6.6 µM. 0.1% of 190,000 active;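 active means inhibition above 80%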;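 further: 0% = DMSO and 100% = nicardipine control wells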
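Test system: IgMXP3 (ABCG2) plus far-red-tagged CCRF-Adr (ABCB1) cells. Reagent: JC-1 dye as substrate. Timing: 10 min exposure at 25 °C with rotation, no wash. Measured by: flow cytometric JC-1 green MFI at 530 nm. Read-out: percent efflux inhibition, scaled nicardipine 100% to DMSO 0%. Control set: nicardipine and DMSO wells.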
RGS7-Gao = modulates binding of RGS7 to human Galphao. P09471. Multiplexed bead flow cytometry; actives lie on both sides. binding response (% of control), % at 10 µM. 0.35% of 220,000 active. AID 1439; in the data active means binding response below about 49% or above about 150%; inconclusive means no clear call, values can overlap the other calls; inactive means in between;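 further: fluorescent Galphao held in activated GDP-AlF4 state binding bead-coupled RGS7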
ABCB1 inh = inhibitors of human ABCB1 transporter, ABCG2 counter-screen. 0.067% of 190,000 active. inhibition, % at 6.6 µM. AID 1326. CCRF-Adr cells, JC-1 efflux, flow cytometry; in the data active means inhibition above about 40%;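 further: 0% = vehicle and 100% = reference inhibitor; higher value means more JC-1 retained so stronger ABCB1 efflux block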
Target sequence (P08183 whole entry, looked up): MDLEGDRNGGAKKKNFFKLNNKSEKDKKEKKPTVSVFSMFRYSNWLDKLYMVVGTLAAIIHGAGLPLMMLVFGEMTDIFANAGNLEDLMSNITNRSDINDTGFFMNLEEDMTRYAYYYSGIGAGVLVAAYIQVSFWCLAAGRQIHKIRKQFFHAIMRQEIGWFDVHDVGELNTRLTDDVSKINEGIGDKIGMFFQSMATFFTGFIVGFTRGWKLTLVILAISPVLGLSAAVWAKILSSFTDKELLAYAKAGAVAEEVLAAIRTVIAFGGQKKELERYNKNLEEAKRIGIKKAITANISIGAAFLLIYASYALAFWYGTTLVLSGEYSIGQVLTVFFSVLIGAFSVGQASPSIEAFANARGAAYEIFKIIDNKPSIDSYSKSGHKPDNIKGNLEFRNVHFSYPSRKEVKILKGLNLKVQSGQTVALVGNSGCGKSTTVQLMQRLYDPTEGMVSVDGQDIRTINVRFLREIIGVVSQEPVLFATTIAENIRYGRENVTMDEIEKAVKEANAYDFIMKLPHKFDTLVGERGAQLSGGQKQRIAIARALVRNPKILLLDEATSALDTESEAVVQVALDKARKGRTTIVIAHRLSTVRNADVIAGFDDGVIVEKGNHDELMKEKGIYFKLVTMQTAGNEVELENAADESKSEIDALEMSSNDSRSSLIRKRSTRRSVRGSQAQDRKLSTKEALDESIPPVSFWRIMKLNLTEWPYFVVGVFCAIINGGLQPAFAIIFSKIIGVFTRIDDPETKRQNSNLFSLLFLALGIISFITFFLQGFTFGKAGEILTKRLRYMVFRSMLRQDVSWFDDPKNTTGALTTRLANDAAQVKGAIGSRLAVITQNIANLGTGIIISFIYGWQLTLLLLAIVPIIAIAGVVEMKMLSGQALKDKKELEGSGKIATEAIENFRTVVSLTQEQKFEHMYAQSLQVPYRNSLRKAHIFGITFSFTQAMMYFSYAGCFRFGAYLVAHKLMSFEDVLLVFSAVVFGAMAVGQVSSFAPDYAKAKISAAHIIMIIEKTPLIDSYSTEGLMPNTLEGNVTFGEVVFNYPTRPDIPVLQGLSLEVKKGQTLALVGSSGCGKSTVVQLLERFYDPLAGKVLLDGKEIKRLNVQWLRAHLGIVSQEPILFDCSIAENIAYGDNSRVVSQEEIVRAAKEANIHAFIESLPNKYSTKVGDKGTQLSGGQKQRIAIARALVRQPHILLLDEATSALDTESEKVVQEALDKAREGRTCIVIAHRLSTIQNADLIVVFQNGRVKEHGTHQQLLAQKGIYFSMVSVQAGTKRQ
Avidin bead fluor = compound fluoresces at 488/530 nm on avidin beads; fluorescence (KMESF) at 10 µM; AID 1775; 0.38% of 220,000 active; compound fluorescence 488/530 nm, flow cytometry; hits give high values; in the data active means fluorescence above about 47; further: inactives centre near 10
RGS8-Gao reg = human RGS8-Galphao interaction regulation; P09471; multiplexed bead flow cytometry, RGS8-Galphao binding; actives lie on both sides; response (percent of control binding), % at 10 µM; 0.34% of 220,000 active; AID 1423; in the data active means response below about 60% or above about 140%; inactive means in between;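 further: Galphao activated as the GDP aluminium fluoride complex binding bead-coupled RGS8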
RGS4-Gao reg = human RGS4-Galphao interaction regulation | Multiplexed bead flow cytometry, RGS4-Galphao binding; actives lie on both sides | AID 1415 | binding response (% of control), % at 10 µM | 0.33% of 220,000 active | P09471; in the data active means binding response below about 49% or above about 150%; inactive means in between;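 further: fluorescent Galphao activated with aluminum fluoride binding bead-coupled RGS4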
Pf gamet viab = P. falciparum stage V gametocyte viability inhibition. P. falciparum stage V gametocytes, ATP luminescence, 24 h. inhibition, % at 10.9 µM. 0.065% of 150,000 active;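 active means inhibition above the mean plus 3 SD of compounds within the control limits, set per campaign, cut at about 38% in these data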;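 further: 0% = DMSO wells and 100% = medium only without gametocytes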
Mcl1-Noxa inh = disrupts binding of human Mcl-1 to Noxa peptide; Q07820; TR-FRET Mcl-1/Noxa peptide binding, 2 h; inhibition, % at 21.7 µM; 1.5% of 220,000 active;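 active means compounds that cut the protein-peptide binding signal by more than 50% relative to plate controls in a single-dose test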;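 further: His-tagged Mcl-1 with rhodamine Noxa BH3 peptide and terbium anti-His antibody; 0% = Mcl-1 plus Noxa peptide wells and 100% = peptide-only wells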
Mcl1 Bid PPI = Mcl-1/Bid interaction inhibition; TR-FRET Mcl-1/Bid-Dy647 peptide binding, 1536-well; inhibition, % at 21.7 µM; 0.97% of 220,000 active;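 active means compounds that cut the binding signal by more than half at the single screening dose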;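 further: His-tagged Mcl-1 with europium anti-His antibody binding Bid BH3 peptide; 0% = Mcl-1 plus peptide wells and 100% = peptide-only wells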
GSH fluor = compound fluoresces at 488/530 nm on GSH beads; GSH beads flow cytometry, compound fluorescence 488/530 nm; hits give high values; fluorescence (KMESF) at 10 µM; 0.25% of 190,000 active; AID 1776; in the data active means fluorescence above about 89;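 further: glutathione beads carrying GST-tagged Bcl family fusion proteins plus one bare bead set; values are compound well signal with DMSO vehicle wells as background; inactives centre near 16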
Bim-Mcl-1 = inhibitors of Bim-Mcl-1 interaction, human; Bead-based flow cytometry, Bim peptide-Mcl-1 binding; inhibition, % at 10 µM; 0.1% of 190,000 active; in the data active means inhibition above about 40%;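 further: 0% = no compound tracer wells and 100% = peptide blocker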
* marks the source's active call; other numbers are inactive results; u = inconclusive; x = not tested or not shown; & = joins results of further samples.

#	canonical_smiles	Avidin bead fluor	RGS8-Gao reg	Mcl1 Bid PPI	Pf gamet viab	ABCB1 inh	Bim-Mcl-1	RGS4-Gao reg	RGS7-Gao	GSH fluor	ABCG2 inh	Mcl1-Noxa inh
1	CCCOCCOC(=O)c1[nH]c2c(c1C)C(=O)CC(c1cc(OC)ccc1OC)C2 (stereo unspecified)	7	102	-2	x	-0.1	0	97	96	18	3	-2
2	O=c1ccc2cc(S(=O)(=O)N3CCOCC3)ccc2o1	12	95	5	25	3.2	-5	92	94	32	-6	-3
3	O=C(CSc1nc2ncc(Cl)cc2[nH]1)N(Cc1ccccc1)C1CCS(=O)(=O)C1 (stereo unspecified)	9	102	-14	-2	1.3	1	101	u	26	6	14
4	Cc1ccc(S(=O)(=O)Cn2nnnc2C(C(C)C)N2CCN(Cc3ccco3)CC2)cc1 (stereo unspecified)	9	94	-24	x	2.7	-2	90	92	12	4	4
5	COc1ccc(CNC(=O)C(c2ccncc2)N(C(=O)Cc2cccs2)c2cccc(C)c2)cc1 (stereo unspecified)	4	96	-29	1	-0.2	-5	100	97	65	-1	-11
6	Cc1ccc(S(=O)c2ccc(C)cc2)cc1	16	106	-29	-27	0.0	-1	116	112	10	0	-4
7	Cc1c(/C=N/NC(=O)c2cccs2)c2ccccc2n1Cc1ccccc1Cl	9	100	-20	1	x	x	99	u	x	x	17
8	O=C(Nc1ccccc1)c1ccc(=O)n(Cc2ccc(F)c(F)c2)c1	10	101	-13	9	2.1	-1	99	98	13	13	17
9	COc1cc(OC)cc(C(=O)Nc2ccc(-n3cnnn3)c(C)c2)c1	9	97	-21	6	0.6	-4	100	101	12	4	11
10	COc1ccc(S(=O)(=O)N2CCSC2)cc1C	23	104	-4	19	-0.5	0	100	101	15	-1	15
11	CCO[C@@H]1OC(C(=O)NCc2nc3ccccc3[nH]2)=C[C@H](c2ccc(C(F)(F)F)cc2)[C@H]1CCCO	5	98	0	3	1.1	-1	100	94	21	4	-1
12	Cc1ccc(N(CCC(=O)O)S(=O)(=O)c2cccc(C(F)(F)F)c2)cc1	11	99	-3	5	0.2	0	99	97	14	0	10
13	O=C(NC1CC1)C1CCCN1C(=O)NC1CCCCC1 (stereo unspecified)	6	102	3	-3	0.9	-6	103	82	23	1	1
14	O=C1CC(N2CCc3ccccc32)C(=O)N1c1ccccc1 (stereo unspecified)	8	99	-46	23	x	x	94	u	x	x	0
15	COc1ccccc1C1CC(=O)Nc2cc3c(cc21)OCCO3 (stereo unspecified)	6	100	4	x	0.5	2	99	103	15	4	8
16	CC(=O)c1ccc(-n2ccnc2)cc1	6	100	-6	-14	x	x	92	u	x	x	15
17	O=S(=O)(c1ccc(Cl)cc1)c1nc(-c2ccco2)oc1N1CCOCC1	6	100	-49	10	x	x	101	u	x	x	10
18	CCOC(=O)N1CCC(n2c(SCC(=O)OCc3ccccc3)nc3ccsc3c2=O)CC1	22	101	-7	x	1.7	0	98	99	23	16	10
19	COc1ccc(NC(=O)C(c2ccc(OC)cc2)N(C)C(=O)c2cnccn2)cc1 (stereo unspecified)	5	100	-5	x	0.5	0	104	99	31	1	-2
20	O=C(COC(=O)c1cc[n+]([O-])cc1)Nc1ccc([N+](=O)[O-])cc1	11	100	-1	x	0.4	-1	101	101	15	2	0
21	COc1cccc(C=Nc2cccnc2)c1O	27	99	-3	x	0.9	-5	96	94	20	19	27
22	COC(=O)c1cc(=O)c2c(C)nc(C(Cl)(Cl)Cl)nc2[nH]1	11	99	41	-6	-1.7	0	95	u	15	-4	6
23	CCN(CCNC(=O)C1CCCN(Cc2nc(-c3ccc(OC)cc3)oc2C)C1)c1ccccc1 (stereo unspecified)	15	102	-69	-5	9.0	0	98	98	4	9	12
24	O=C(CN1C(=O)c2ccccc2C1=O)NCc1ccc(N2CCOCC2)cc1	2	96	-14	-2	x	x	85	u	x	x	-3
25	COC(=O)[C@@]1(Cc2ccc(F)cc2)[C@H]2c3cc(C(=O)N4CCCC4)n(CCc4c[nH]c5ccc(OC)cc45)c3C[C@H]2CN1C(=O)c1ccccc1	10	99	-15	x	6.1	0	101	102	18	0	2
26	Cc1cccc(NC(=S)NCCC(c2ccccc2)c2ccccc2)c1	14	106	-44	x	0.3	-4	102	101	7	0	12
27	CCc1ccc(NC2Nc3cc(C)nn3S2)cc1 (stereo unspecified)	9	97	-88	x	0.4	1	93	97	6	3	26
28	CCOc1ccc(Nc2nc(Cc3nnc(SCC(=O)O)o3)cs2)cc1	11	104	-64	x	0.1	-1	98	103	8	0	27
29	COc1ccc(C)cc1NC(=O)C1CCN(S(=O)(=O)c2cccc3cccnc23)CC1	22	102	4	x	0.4	-5	102	100	15	7	7
30	COc1cccc(C2=NOC(C(=O)N3CCN(Cc4ccccc4)CC3)C2)c1OC (stereo unspecified)	15	104	-18	x	0.1	-1	101	100	14	0	-13

Three compounds out of the list above, arranged by their value in Mcl1-Noxa inh, smallest number first:
no.	canonical_smiles	Avidin bead fluor	RGS8-Gao reg	Mcl1 Bid PPI	Bim-Mcl-1	RGS4-Gao reg	RGS7-Gao	GSH fluor	Mcl1-Noxa inh
30	COc1cccc(C2=NOC(C(=O)N3CCN(Cc4ccccc4)CC3)C2)c1OC (stereo unspecified)	15	104	-18	-1	101	100	14	-13
1	CCCOCCOC(=O)c1[nH]c2c(c1C)C(=O)CC(c1cc(OC)ccc1OC)C2 (stereo unspecified)	7	102	-2	0	97	96	18	-2
13	O=C(NC1CC1)C1CCCN1C(=O)NC1CCCCC1 (stereo unspecified)	6	102	3	-6	103	82	23	1

Carrying on:
#	canonical_smiles	Avidin bead fluor	RGS8-Gao reg	Mcl1 Bid PPI	Pf gamet viab	ABCB1 inh	Bim-Mcl-1	RGS4-Gao reg	RGS7-Gao	GSH fluor	ABCG2 inh	Mcl1-Noxa inh
31	CC(=O)N1N=C(c2ccc(Cl)cc2)OC12CCCC2	9	103	16	12	x	x	103	u	x	x	-8
32	Cc1ccc(NC(=O)c2cc(-c3ccco3)nc3ccccc23)cc1S(=O)(=O)N1CCOCC1	17	100	-40	x	0.6	1	96	u	12	0	66*
33	COc1ccccc1OCC(=O)O	16&6	106&102	35&-13	-10	-2.9&0.4	0&-1	106&98	105&103	32&21	0&8	10&11
34	Cc1cccc(N(Cc2cc(=O)[nH]c3ccccc23)C(=O)C(C)C)c1	22	87	-23	-18	x	x	83	u	x	x	-7
35	CCCCc1cc(=O)oc2cc(C)cc(OCc3nn[nH]n3)c12	36	101	24	23	0.4	-2	102	102	17	2	-1
36	Cc1cc(Br)ccc1NC(=O)CNC(=O)CN(C)Cc1nc2ccccc2c(=O)[nH]1	36	100	-18	x	-0.3	-1	103	103	25	6	9
37	Cc1c(Cc2ccccc2)c(=O)oc2cc(OCC(=O)c3ccccc3)ccc12	7	102	-24	16	1.5	-17	101	101	19	17	-11
38	CCOc1ccc(N2C(=O)CC(N3CCC(NC(=O)Nc4ccccc4)CC3)C2=O)cc1 (stereo unspecified)	15	102	-40	8	4.2	-3	105	98	30	19	0
39	CCCn1c(=O)c(-c2nc3ccccc3[nH]2)c(O)c2ccccc21	5	97	-5	19	0.7	-2	97	89	19	3	-74
40	Cc1nc(N=Nc2ccc(O)cc2)n[nH]1	8	97	-130	-30	x	x	91	u	x	x	2
41	CN(Cc1ccccc1)C(=O)C(C(=O)c1ccc(F)cc1)n1cc(Cl)ccc1=O (stereo unspecified)	11	100	-15	16	0.6	-2	105	101	70	1	-17
42	COC(=O)CCN(C)CCC(=O)OC	33	101	-8	4	-0.1	1	99	100	13	0	23
43	Cc1ccc(C(=O)N/C(=C\C=C\c2ccccc2)C(=O)NCc2ccco2)cc1	13	105	-40	-21	-0.6	0	107	98	15	-4	3
44	O=C(Nc1ccc(F)cc1)C(c1ccccc1)N1CCN(S(=O)(=O)c2c(F)cccc2F)CC1 (stereo unspecified)	3	100	-1	31	1.9	-2	101	100	5	2	3
45	C=CCN(c1ccc(C(=O)Nc2cc(C)cc(C)c2)cc1)S(C)(=O)=O	13	96	-32	7	0.5	-6	93	91	9	36	20
46	O=c1c2c3c(sc2nc2n1CCC2)CCCCC3	9	105	-32	-15	2.0	3	99	95	9	8	7
47	Cc1ccc(S(=O)(=O)/N=C(/c2ccccc2)N(C)c2ccc(O)cc2)cc1	10	97	-3	3	-0.3	0	98	92	11	0	-20
48	Cc1ccc(/C=C/C(=O)NCc2ccc3c(c2)OCO3)o1	0	91	-24	14	0.0	-9	93	98	7	0	27
49	CCOc1ccc2nc(/N=C/c3nc(-c4ccc(Br)cc4)oc3O)sc2c1	9	101	-35	x	-0.7	-11	104	98	14	-5	6
50	Cc1nc(-c2ccccc2)sc1C(=O)CSc1ccccc1	8	95	-25	-3	-0.3	-3	92	97	32	-1	-5
51	O=C(OCCNc1nc(-c2ccccc2)nc2ccccc12)c1cccnc1	10	97	6	x	0.5	0	97	94	22	2	14
52	Cc1cccc(C(=O)NC2CC3CCCC(C2)N3C(=O)NC2CCCCC2)c1 (stereo unspecified)	18	98	-18	x	0.8	-5	103	101	20	8	3
53	CCOc1ccc(-n2c(O)cc(=O)[nH]c2=O)cc1	8	98	-68	6	x	x	98	u	x	x	24
54	COC(=O)c1ccc(Nc2nc(C)cc(=O)[nH]2)cc1	34	100	-42	-22	0.1	1	101	103	13	4	20
55	NC(=O)C12CCCC(Br)(CCC1)C2	8	99	-3	12	x	x	101	u	x	x	-12
